High-throughput results (PubChem BioAssay)
Glioma ERSR ind – induces the endoplasmic reticulum stress response in human glioma cells; U87-MG GRP78 promoter luciferase reporter, 16 h; AID 602332; 0.02% of 420,000 active; Potency, µM, without a hit: top-dose activation, hits mostly activators; further: potency means the concentration at half of the fitted maximal effect; series mostly up to about 76 µM; % of control where 0% means no effect; nearly all actives have a fitted effect of over 35% in size
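ERSR induction read as luciferase luminescence (Bright-Glo, 10 min at room temperature) in stably transfected human U87-MG glioma cells exposed to compounds for 16 h, using GRP78 as sensor.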
Pol iota inh – blocks human DNA polymerase iota activity | Potency, µM (titrated, usually from 115 µM), for the others: at the highest dose activity, negative = inhibition, actives largely listed as inhibitors | AID 588590 | 1% of 390,000 active | Pol iota fluorescent replication assay, 10 min | Q9UNA4; further: potency means the concentration at half of the fitted maximal effect
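Pol iota at 10 nM preincubated 15 min with compounds at room temperature; reaction started with fluorescent substrate, 50 nM final. Fluorescence read kinetically at 0 and 10 min; buffer-only wells as negative control.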
BLM inh – inhibitors of human Bloom syndrome helicase BLM. P54132. Potency, µM (titrated, usually from 56.1 µM), for inactives: at the top dose activity change, negative = inhibition, hits mostly inhibitors. AID 2528. recombinant BLM DNA unwinding, fluorescence dequenching. 0.2% of 350,000 active;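 further: potency means the concentration at half of the fitted maximal effect; plate controls were vehicle for no effect and no enzyme for full effect; nearly all actives have a fitted effect of over 35% in size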
POLB inh – inhibitors of human DNA polymerase beta | P06746 | Pol beta primer extension/strand displacement, fluorescence kinetic | Potency, µM (highest dose often 114 µM), for inactives: top-dose activity change, negative = inhibition, most hits filed as inhibitors | 1.3% of 340,000 active | AID 485314; further: potency means the concentration at half of the fitted maximal effect; on the % scale 0 is the no-effect control and ±100 the full control effect
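Human Pol beta at 10 nM; strand-displacement substrate 50 nM final. Compound exposure 15 min at room temperature before start, reaction 10 min at room temperature.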
Pol eta inh – inhibitors of human DNA polymerase eta | AID 588591 | 1.2% of 390,000 active | Potency, µM (top dose mostly 114 µM), inactives show top-dose activity change, negative = inhibition, usual class: inhibitors | recombinant Pol eta, fluorescent DNA replication assay | Q9Y253; further: potency means the concentration at half of the fitted maximal effect; on the % scale 0 is the no-effect control and ±100 the full control effect
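Fluorescent replication assay: 50 nM final substrate added after a 15 min room-temperature compound preincubation with 10 nM enzyme. Signal taken at 0 min and again at 10 min.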
APE1 inh – blocks human APE1 abasic DNA cleavage; Potency, µM (doses to about 65.8 µM), for inactives: at the highest dose activity change, negative = inhibition, hits mostly inhibitors; 0.35% of 350,000 active; recombinant APE1, TAMRA/BHQ-2 abasic DNA cleavage fluorescence;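 further: potency means the concentration at half of the fitted maximal effect; plate controls were vehicle for no effect and reference inhibitor for full effect; nearly all actives have a fitted effect of over 55% in size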
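0.75 nM APE1 + cpd, 15 min RT; start w/ 50 nM TAMRA/BHQ-2 THF-abasic dsDNA; kinetic fluor 525/598 nm ×3 reads @60 s; Δ(read3−read1); normalized to DMSO and NSC13755 control wells.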
Apoferritin bind – candidate novel general anesthetic via apoferritin binding; Potency, µM (top dose mostly 77.5 µM), for the others: at the highest dose activity change, negative = displacement, hits mostly inhibitors; apoferritin/1-aminoanthracene competitive binding, fluorescence; P02791; 0.074% of 350,000 active; AID 485281; further: potency means the concentration at half of the fitted maximal effect; on the % scale 0 is the no-effect control and ±100 the full control effect; nearly all actives have a fitted effect of over 20% in size
Target sequence (P02791 2-175 limits assumed): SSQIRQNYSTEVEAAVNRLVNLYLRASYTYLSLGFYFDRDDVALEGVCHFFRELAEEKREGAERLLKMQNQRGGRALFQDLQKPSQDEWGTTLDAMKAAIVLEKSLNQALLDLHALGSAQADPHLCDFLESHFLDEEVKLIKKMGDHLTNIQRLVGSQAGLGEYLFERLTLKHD
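Probe: 1-aminoanthracene (50% saturated, PBS). Protein: horse-spleen apoferritin, 10 uM. Incubation: 10 min, room temperature. Detection: 380 nm excitation, 535 nm emission. Analysis: normalized response, four-parameter Hill.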
LDHA block – inhibitors of human lactate dehydrogenase A | AID 1347041 | activity change, % (values are at about 110 or 230 µM) | 0.15% of 480,000 active | purified LDHA, NADH/diaphorase-resazurin fluorescence; hits give low values | P00338; in the data active means activity change below about -30%; inconclusive means mostly about -25% to -30%;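 further: plate controls were DMSO wells for no effect and wells without enzyme for full effect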
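Resorufin fluorescence (ex540/em590), read at 0 and 20 min after diaphorase/resazurin addition, reports the NADH left after a 5 min room-temperature reaction of 2 nM human LDH5 with 0.06 mM NADH and 0.2 mM pyruvate.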
POLK inh – blocks human DNA polymerase kappa activity | purified Pol kappa, fluorescent DNA synthesis assay, 10 min | Q9UBT6 | Potency, µM (top dose mostly 107 µM), without a hit: at the top dose activity, negative = inhibition, hits mostly inhibitors | 0.53% of 400,000 active | AID 588579; further: potency means the concentration at half of the fitted maximal effect; on the % scale 0 is the no-effect control and ±100 the full control effect
Target sequence (Q9UBT6 whole entry, looked up): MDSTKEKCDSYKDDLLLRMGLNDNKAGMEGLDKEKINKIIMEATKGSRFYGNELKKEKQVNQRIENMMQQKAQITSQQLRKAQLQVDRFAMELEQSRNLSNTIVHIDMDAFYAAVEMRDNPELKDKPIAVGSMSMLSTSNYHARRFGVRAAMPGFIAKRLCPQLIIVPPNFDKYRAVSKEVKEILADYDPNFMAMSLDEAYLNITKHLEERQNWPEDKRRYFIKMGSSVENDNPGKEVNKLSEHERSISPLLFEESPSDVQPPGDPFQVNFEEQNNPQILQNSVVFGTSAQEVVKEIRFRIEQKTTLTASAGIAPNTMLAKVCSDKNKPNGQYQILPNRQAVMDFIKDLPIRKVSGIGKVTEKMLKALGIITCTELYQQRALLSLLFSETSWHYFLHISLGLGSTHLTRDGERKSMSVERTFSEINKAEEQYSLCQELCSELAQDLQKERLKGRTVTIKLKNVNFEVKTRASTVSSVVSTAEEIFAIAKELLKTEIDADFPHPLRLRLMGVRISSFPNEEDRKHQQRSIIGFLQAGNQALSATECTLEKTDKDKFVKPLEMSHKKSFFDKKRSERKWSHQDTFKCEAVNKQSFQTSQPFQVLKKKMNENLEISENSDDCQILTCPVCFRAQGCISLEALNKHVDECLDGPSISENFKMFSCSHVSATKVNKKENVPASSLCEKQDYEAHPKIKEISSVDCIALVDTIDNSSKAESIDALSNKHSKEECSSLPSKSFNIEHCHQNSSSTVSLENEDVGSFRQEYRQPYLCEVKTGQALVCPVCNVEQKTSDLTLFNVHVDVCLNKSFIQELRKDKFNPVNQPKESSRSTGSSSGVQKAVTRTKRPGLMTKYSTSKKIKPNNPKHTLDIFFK
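Kinetic fluorescence readout at 0 and 10 min followed reaction start with substrate at 50 nM final. Beforehand, enzyme (10 nM Pol kappa) stood 15 min with compound at room temperature; buffer-only wells were negative controls.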
Numbers without * were called inactive; u = inconclusive; x = no result given; & = joins results of further samples; [ ] = dose if it differs, or a comment. Unless noted, the call rests on the fitted dose curve; in most records, active means well fitted curve in the direction sought with a large enough effect; inconclusive means small, poorly fitted or top-dose-only effect, or another doubt; inactive means no such curve, though single readings can be large; an effect the other way counts as inactive or inconclusive. These rows are one share of the data; rates above refer to the full screens.

SMILES	Glioma ERSR ind	Pol iota inh	BLM inh	POLB inh	Pol eta inh	APE1 inh	Apoferritin bind	LDHA block	POLK inh
COc1cc(/C=C/c2ccc3c([N+](=O)[O-])cccc3n2)ccc1OCC(=O)O	-4%	-4%	-5%	-21%	-5%	u	-10%	-1	0%
Cc1sc2ncn(CC(=O)NCc3ccccn3)c(=O)c2c1S(=O)(=O)N1CCOCC1	-1%	20%	4%	14%	-2%	4%	-3%	-12	-8%
C#CCOCCOCCOCCNc1nc(N2CCN(C(=O)[C@H](C)n3cc(CCCN=C(N)N)nn3)CC2)nc(N2CCN(C(=O)[C@H](Cc3ccc(O)cc3)n3cc(CCO)nn3)CC2)n1	x	x	-3%	8%	x	-5%	-8%	x	x
O=C(Oc1ccccc1C(=S)N1CCOCC1)c1cccc([N+](=O)[O-])c1	-4%	73%[activator]	-3%	87%	-17%	5%	-2%	-10	-21%
CC(C)OC(=O)/C(C#N)=C/c1cn(Cc2ccccc2)c2ccccc12	-3%	5%	-8%	8%	-21%	2%	u	-4	-19%
Cc1cc(Cl)ccc1OCC(=O)NCCOc1nc(N2CCOCC2)nc(N2CCOCC2)n1	-9%	15%	-3%	19%	-12%	-2%	-4%	-1	6%
CCOc1ccccc1NC1=C(Cl)C(=O)N(c2ccccc2)C1=O	-1%	7%	-9%	9%	-18%	-8%	-11%	-12	-17%
O=C(NCCCN1CCOCC1)c1ccc2c(c1)N(Cc1cccc(F)c1)C(=O)c1ccccc1S2	-6%	27%	-4%	-3%	-13%	-15%	-14%	-1	3%
COc1ccc(CNC(=O)CCC(=O)Nc2nnc(CC(C)C)s2)cc1	-6%	-3%	-2%	40%	-2%	13%	6%	-22	-4%
COc1ccccc1-c1nnc(SCC(=O)NCc2ccco2)n1N	6%	104%[activator]	1%	16%	12%	17%	-2%	-11	6%
COc1ccc(C(=O)NCC(c2ccc3c(c2)OCO3)N2CCN(c3ccc(OC)cc3)CC2)cc1 (centres undefined)	-6%	66%[activator]	x	x	-24%	-1%	x	0	-12%
COC(=O)C1=NN(C(=O)c2cccc(Br)c2)C(O)(c2ccc(Cl)cc2)C1 (centres undefined)	5%	-5%	-7%	-10%	-21%	-6%	-20%	5	-7%
NS(=O)(=O)c1ccc2nc(NC(=O)C3CCCO3)sc2c1 (centres undefined)	1%	u	-8%	-1%	u	1%	-2%	0	-19%
CN1CCN(c2nc(-c3cccc(C#N)c3)nc3ccccc23)CC1	-2%	x	86%[activator]	x	x	-3%	-11%	x	-9%[60.1 µM]
O=C(c1ccc(CS(=O)(=O)Cc2ccccc2)cc1)N1CCCCC1	-4%	12%	-2%	22%	-18%	7%	-1%	-1	5%
Cc1cccc(NS(=O)(=O)c2ccc3c(c2)OCC(C(=O)N2CCCC2)O3)c1C (centres undefined)	-4%	0%	1%	1%	-22%	x	-1%	-3	7%
CC(c1nnc(SCC(=O)N(C)C2CCS(=O)(=O)C2)n1-c1ccccc1)N(C)C (centres undefined)	-3%	7%	x	x	-7%	11%	x	-9	-20%
Cc1ccc(C)c(S(=O)(=O)N2CCCOC2CNC(=O)C(=O)NCc2ccccn2)c1 (centres undefined)	-2%	-9%	-4%	9%	-8%	11%	-4%	2	-3%
COc1ccccc1CCC(=O)OCC(=O)Nc1cccc(S(=O)(=O)N2CCOCC2)c1	-2%	11%	x	x	-11%	-9%	x	-3	-12%
COc1ccc(S(=O)(=O)N2CCN(c3nc(C)cc(C)n3)CC2)cc1	-6%	24%	-3%	15%	-9%	-6%	3%	2	9%
Cc1cc(N)n2nc(-c3ccccc3)c(-c3ccccc3)c2n1	-1%	32%[activator]	-9%	30%	-19%	48%[activator]	-5%	-2	3%
CSc1cccc(NS(=O)(=O)c2cccs2)c1	-2%	7%	1%	5%	6%	0%	u	2	-7%
C=CCc1c(C)nc2c(C(=O)O)cnn2c1C	-4%	28%	2%	31%	-8%	-1%	-8%	-5	2%
COc1ccc(C(=O)NCc2nnnn2-c2ccc(C)c(C)c2)cc1	1%	-6%	-3%	-23%	-19%	x	-8%	2	-12%[60.1 µM]
CCCn1c(N)c(N(CCOC)C(=O)CSc2cc(C)c3cccc(C)c3n2)c(=O)[nH]c1=O	-2%	19%	x	x	u	-5%	x	-5	0%
CCC(=O)NC(C)c1nc2ccccc2n1C (centres undefined)	-3%	-25%	2%	1%	-5%	-1%	5%	-3	1%
Cc1ccc(OCc2nc(C#N)c(NCc3ccc4c(c3)OCO4)o2)cc1	-3%	-4%	3%	2%	-17%	u	u	4&0	-8%
Cc1cc(NCCNC2=CC(=O)CCC2)nc2ccccc12	-1%	7%	-3%	-22%	-10%	4%	-4%	-8	-2%
CC(C)NS(=O)(=O)c1ccc(OCC(N)=O)c(Cl)c1	-6%	4%	0%	-10%	-19%	0%	-7%	-4	-3%
Cc1ccc(C)c(OCc2cc(C(=O)NC(C)c3cnn(C)c3)no2)c1 (centres undefined)	4%	33%[activator]	-3%	-1%	-4%	-3%	-15%	-3	-14%
CCCCOc1ccc(C(=O)NCCCC(=O)N2CCCCC2)cc1	-2%	u	-2%	40%	-6%	8%	-15%	2	-14%
CS(=O)(=O)N(CC(=O)NCCSCc1ccccc1)c1ccc2c(c1)OCO2	-2%	20%	-6%	-1%	1%	20%	-24%	-7	-3%
COc1ccc(C)cc1NCc1ccc([N+](=O)[O-])cc1	-8%	75%[activator]	-9%	-1%	-5%	29%	u	4	1%
COc1ccccc1NC(=S)NCC1CCCO1 (centres undefined)	-1%	19%	1%	10%	0%	1%	-7%	-11	-8%
Cc1cccc(C2C=C(c3ccc(C)c(C)c3)Nc3nnnn32)c1 (centres undefined)	9%	u	1%	7%	7%	x	-9%	2	-14%[60.1 µM]
O=C(CCCn1c(=O)c2ccccc2n(CC(=O)N2CCN(c3ccccc3)CC2)c1=O)NCc1ccco1	-4%	33%[activator]	3%	5%	1%	-3%	-8%	-16	-10%
COc1ccc(C(CC(=O)Nc2ncccc2C)N2Cc3ccccc3C2=O)cc1OC (centres undefined)	-3%&-2%	13%&18%	0%&2%	13%&6%	-2%&2%	0%	31%&-14%[activator]	-5&-3	-21%&-3%
O=C(CC1CC2CCC1C2)OCC(=O)c1c[nH]c2ccccc12 (centres undefined)	13%	-1%	-19%	-17%	-9%	-9%	u	-1	-7%
CC(C)CC(=O)NC(=S)Nc1ccccc1C(=O)Nc1ccccc1	-2%	u	-2%	0%	-11%	3%	1%	-1	-3%
Cc1ccc(-c2nc(SCC(=O)NCC3CCCO3)c3c(=O)n(C)c(=O)n(C)c3n2)cc1 (centres undefined)	-4%	10%	-2%	20%	-10%	x	-4%	-3	-1%[60.1 µM]

Copied from the list:
COc1ccc(S(=O)(=O)N2CCN(c3nc(C)cc(C)n3)CC2)cc1 | Glioma ERSR ind = -6%
CC(C)OC(=O)/C(C#N)=C/c1cn(Cc2ccccc2)c2ccccc12 | APE1 inh = 2%
CC(c1nnc(SCC(=O)N(C)C2CCS(=O)(=O)C2)n1-c1ccccc1)N(C)C (centres undefined) | LDHA block = -9
O=C(NCCCN1CCOCC1)c1ccc2c(c1)N(Cc1cccc(F)c1)C(=O)c1ccccc1S2 | Glioma ERSR ind = -6%
CN1CCN(c2nc(-c3cccc(C#N)c3)nc3ccccc23)CC1 | Glioma ERSR ind = -2%

Additional compounds:
SMILES	Glioma ERSR ind	Pol iota inh	BLM inh	POLB inh	Pol eta inh	APE1 inh	Apoferritin bind	LDHA block	POLK inh
Nn1c(SCc2ccccc2)nc2c(cnn2-c2ccccc2)c1=O	4%	-26%	-3%	u	-11%	-6%	-15%	-6	-7%[60.1 µM]
CSCCC(C(=O)N1C[C@]2(C)C[C@H]1CC(C)(C)C2)N1C(=O)c2ccccc2C1=O (some centres undefined)	1%	27%	-3%	2%	1%	1%	u	-7	-22%
CCOC(=O)CSc1nnc([C@H](CC(C)C)NC(=O)OC(C)(C)C)o1	-3%	1%	4%	50%	-13%	3%	-11%	-3	-3%
CC(C)C[C@H](NC(=O)C1CC(=O)N(c2ccc3c(c2)OCCO3)C1)C(=O)N1CCCCC1 (some centres undefined)	-3%	-23%	-3%	35%	-12%	-7%	2%	-11	-7%
COc1cccc(C(=O)NC(=S)Nc2ccc(Cl)cc2C(=O)O)c1	-7%	36%[activator]	-7%	0%	-18%	-2%	-5%	-3	3%
CCCCN(C)C(=O)C(Cc1ccccc1)NS(=O)(=O)c1ccc2c(c1)CCC(=O)N2 (centres undefined)	-2%	4%	3%	2%	-25%	4%	-5%	-6	-7%

Reformatted with values under each structure: 3 of the compounds above
Values in the order – Glioma ERSR ind, Pol iota inh, BLM inh, POLB inh, Pol eta inh, APE1 inh, Apoferritin bind, LDHA block, POLK inh
COc1ccc(C(=O)NCc2nnnn2-c2ccc(C)c(C)c2)cc1
    1%, -6%, -3%, -23%, -19%, x, -8%, 2, -12%[60.1 µM]
O=C(c1ccc(CS(=O)(=O)Cc2ccccc2)cc1)N1CCCCC1
    -4%, 12%, -2%, 22%, -18%, 7%, -1%, -1, 5%
NS(=O)(=O)c1ccc2nc(NC(=O)C3CCCO3)sc2c1 (centres undefined)
    1%, u, -8%, -1%, u, 1%, -2%, 0, -19%

Entries of single compounds, looked up by structure:
Shown for Nn1c(SCc2ccccc2)nc2c(cnn2-c2ccccc2)c1=O : Glioma ERSR ind: 4%; Pol iota inh: -26%; BLM inh: -3%; POLB inh: u; Pol eta inh: -11%; APE1 inh: -6%; Apoferritin bind: -15%; LDHA block: -6; POLK inh: -7%[60.1 µM]
Shown for CSCCC(C(=O)N1C[C@]2(C)C[C@H]1CC(C)(C)C2)N1C(=O)c2ccccc2C1=O (some centres undefined) : Glioma ERSR ind: 1%; Pol iota inh: 27%; BLM inh: -3%; POLB inh: 2%; Pol eta inh: 1%; APE1 inh: 1%; Apoferritin bind: u; LDHA block: -7; POLK inh: -22%
